# Screens: PubChem, The Scripps Research Institute Molecular Screening Center
# TEAD-YAP inh – TEAD-YAP interaction inhibition; HEK-TIYL cells, TEAD-Gal4/YAP UAS-luciferase luminescence; inhibition, % at 9.12 µM; 1.4% of 640,000 active; in the data active = inhibition above about 32%;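 note: 0% = median of test compound wells and 100% = reference inhibitor wells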
# FBW7 act – activators of human E3 ligase FBW7; normalized activity (activation), % at 26.1 µM; 0.13% of 650,000 active; AlphaScreen FBW7–phospho-cyclin E peptide binding, activator screen; in the data active = normalized activity above about 1.9%;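 note: purified mutant Fbw7 with reduced substrate affinity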
# Target sequence (Q969H0 whole entry, looked up): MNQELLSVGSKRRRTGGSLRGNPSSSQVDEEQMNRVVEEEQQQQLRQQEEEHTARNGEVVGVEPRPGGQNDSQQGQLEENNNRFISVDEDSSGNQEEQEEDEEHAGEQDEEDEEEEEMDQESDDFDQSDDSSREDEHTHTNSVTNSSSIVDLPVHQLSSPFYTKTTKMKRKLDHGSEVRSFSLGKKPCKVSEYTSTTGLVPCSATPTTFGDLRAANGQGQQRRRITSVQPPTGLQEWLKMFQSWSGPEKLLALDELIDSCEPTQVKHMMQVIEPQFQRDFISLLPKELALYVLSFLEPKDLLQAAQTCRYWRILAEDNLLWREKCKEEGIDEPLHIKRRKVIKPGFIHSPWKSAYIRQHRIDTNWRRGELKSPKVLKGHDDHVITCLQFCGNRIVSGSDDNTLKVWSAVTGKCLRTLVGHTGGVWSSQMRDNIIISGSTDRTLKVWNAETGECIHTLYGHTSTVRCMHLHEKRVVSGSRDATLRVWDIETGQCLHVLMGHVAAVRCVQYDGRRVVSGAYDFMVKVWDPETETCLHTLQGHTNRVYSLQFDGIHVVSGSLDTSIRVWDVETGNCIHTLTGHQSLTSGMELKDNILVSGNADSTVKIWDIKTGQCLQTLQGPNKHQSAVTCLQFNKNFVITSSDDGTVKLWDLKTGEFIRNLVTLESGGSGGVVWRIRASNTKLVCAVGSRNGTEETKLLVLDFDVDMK
# GPR151 ag – human GPR151 activation; activation, % at 11.2 µM; 1% of 650,000 active; Q8TDV0; PathHunter beta-arrestin GPR151 cells, luminescence; AID 1508602; in the data active = activation above about 4.9%;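 note: 0% = median of compound wells and 100% = cells with positive control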
# Target sequence (Q8TDV0 whole entry, looked up): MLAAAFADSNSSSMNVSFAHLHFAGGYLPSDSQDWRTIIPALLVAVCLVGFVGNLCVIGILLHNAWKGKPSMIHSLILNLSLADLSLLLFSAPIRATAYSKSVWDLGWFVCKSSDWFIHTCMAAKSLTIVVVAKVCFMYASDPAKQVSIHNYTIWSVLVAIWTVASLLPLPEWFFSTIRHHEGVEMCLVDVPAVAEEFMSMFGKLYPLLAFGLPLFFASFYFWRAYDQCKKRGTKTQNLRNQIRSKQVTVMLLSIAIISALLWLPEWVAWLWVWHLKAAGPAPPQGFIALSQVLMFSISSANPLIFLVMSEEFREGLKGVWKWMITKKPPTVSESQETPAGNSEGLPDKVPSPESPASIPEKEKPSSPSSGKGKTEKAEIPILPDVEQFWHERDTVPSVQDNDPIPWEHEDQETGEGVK
# MITF inh – blocks human microphthalmia-associated transcription factor; O75030; AlphaScreen MITF homodimerization, bead proximity signal; inhibition, % at 2.6 µM; 0.91% of 650,000 active; in the data active = inhibition above about 50%;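 note: 0% = vehicle wells with protein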
# * marks the source's active call; other numbers are inactive results; & = joins results of further samples.
# Values run as follows: TEAD-YAP inh | FBW7 act | GPR151 ag | MITF inh
> NC(=O)c1c(NC(=O)c2ccc(Br)o2)sc2c1CCC2
→ 4 | 0.0 | -3.0 | -4
> CCCC1=NN(c2nc3ccccc3s2)C(=O)C1
→ 1 | 0.1 | 0.0 | 5
> CC1=N/C(=C/c2cccnc2)C(=O)O1
→ -1 | 0.2 | -1.0 | 1
> O=[N+]([O-])c1c(Nc2ccccc2Cl)cc(N2CCOCC2)c2nonc12
→ 6 | -0.1 | 0.4 | 5
> CCN(c1cccc(C)c1)c1ncnc2nc[nH]c12
→ 2 | -0.2 | 1.1 | -4
> COc1ccc(C(=O)Nc2cccc(C(=O)N3CCCC3)c2)cc1
→ -2 | 0.2 | 39* | 10
> Cc1ccc(-c2noc(CNC(=O)c3c(-c4ccccc4Cl)noc3C)n2)cc1
→ 10 | 0.3 | -1.2 | 5
> CC1(C)NN2C(=O)OC3(C)CCC1C23C (centres undefined)
→ -1 | 0.9 | -1.0 | 14
> Cc1ccc(OCC(=O)N/N=C\c2cccc(Br)c2)c([N+](=O)[O-])c1
→ 13 | 0.1 | 0.9 | 6
> Cc1nc2ccccn2c1C(=O)NCc1ccc2c(c1)OCO2
→ 6 | 0.9 | 0.0 | 14
> O=C1CC(c2ccccc2)C(C(=O)Nc2ccccc2F)N1 (centres undefined)
→ 0 | 0.1 | -0.9 | 2
> CC1Cc2ccccc2N1C(=O)CSc1nnc(Cc2ccccc2)n1C (centres undefined)
→ 49* | 0.1 | -1.1 | 19
> CCC(O)c1ccc(OCC2CO2)c(OC)c1 (centres undefined)
→ 1 | 0.0 | 0.3 | 4
> O=C(CSc1nc(=O)n(Cc2ccco2)c2c1CCC2)Nc1ccc(F)c(F)c1
→ -3 | -0.1 | 0.3 | 8
> C/C(=N/Nc1nc(C)c(C)s1)c1ccc(Br)cc1
→ 1 | -0.1 | 0.2 | -4
> O=C(NCCc1c[nH]c2ccccc12)/C(=C/c1cccnc1)NC(=O)c1ccco1
→ 3 | 0.8 | -0.8 | 22
> C1=CCC(CN2CCOc3ccc(CN4CCOCC4)cc3C2)CC1 (centres undefined)
→ -3 | 0.2 | 0.8 | 10
> CN(C)CCN1C(=O)NC(CCc2ccccc2)(C2CCN(C(=O)C(C)(C)C)CC2)C1=O (centres undefined)
→ -4 | -0.1 | -1.0 | 27
> CCS(=O)(=O)N1CCN(Cc2ccc(OC)c(OCc3ccccc3)c2)CC1
→ 5 | -0.1 | 0.5 | 37
> CCN(CC)S(=O)(=O)c1ccc(NC(=S)Nc2ccccc2)cc1
→ -10&4 | 0.0&-0.1 | 0.2&0.4 | -2&-21

# Quoted from the listing.
# `C/C(=N/Nc1nc(C)c(C)s1)c1ccc(Br)cc1` in MITF inh = -4
# `O=C(NCCc1c[nH]c2ccccc12)/C(=C/c1cccnc1)NC(=O)c1ccco1` in GPR151 ag = -0.8

# Remaining list, next part.
# Values run as follows: TEAD-YAP inh | FBW7 act | GPR151 ag | MITF inh
> O=C(NC1CC1)c1cn(C2CCC(NS(=O)(=O)c3ccc(F)c(F)c3)CC2)nn1 (centres undefined)
→ 10 | 0.0 | 0.0 | 3
> CCc1ccc(C(=O)COC(=O)C(CCSC)NC(=O)C23CC4CC(CC(C4)C2)C3)cc1 (centres undefined)
→ -4 | 0.5 | 0.2 | -6
> Cc1ccc(C)c(NC(=O)c2cnn3cccnc23)c1
→ -61 | 0.1 | -1.9 | -8
> N#Cc1c(NC(=O)c2ccc(Cl)c(Cl)c2)sc2c1CCC2
→ -8 | 0.0 | 1.6 | -9
> CC1=C(C(=O)OC2CCCCC2)C(c2cccc(Cl)c2Cl)C2=C(CC(c3ccccc3)CC2=O)N1 (centres undefined)
→ -4 | 0.1 | 0.9 | 0
> CC(=O)c1ccc(NC(=O)COC(=O)Cc2ccc(-c3ccccc3)cc2)cc1
→ 0 | -0.2 | -1.6 | -4
> CC1C(=O)NCCN1C(=O)CN1C(=O)c2ccccc2C1=O (centres undefined)
→ 8 | 0.6 | -1.5 | 14
> COCCNC(=O)Cc1ccc(OCCc2nc3ccc(-c4ccnc(N)n4)cc3[nH]2)cc1
→ 6 | 0.2 | 0.5 | 26
> CC(C)n1c(-c2ccc(N3CCN(C)CC3)cc2)nc2c(NCCOc3ccccc3)ncnc21
→ 4 | -0.1 | 0.9 | 11
> Cc1sc(NC(=O)C2CC2)c(-c2nc3ccccc3s2)c1C
→ -8 | 0.1 | -1.9 | 11
> CCOC(=O)c1c[nH]c2c(C)ccc(Cl)c2c1=O
→ -3 | -0.1 | 0.3 | -4
> CCn1c2ccccc2c2cc(C3C(C(=O)OC4CCCC4)=C(C)NC4=C3C(=O)CC(C)(C)C4)ccc21 (centres undefined)
→ -3 | 0.1 | 0.5 | 1
> CC1CCN(Cc2nnnn2CCCC(=O)N2CCN(C3CCCC3)C(=O)C2)CC1
→ 4 | 0.1 | 1.2 | 0
> CCOc1ccccc1NC(=O)c1nc[nH]c1C(=O)Nc1ccccc1OCC
→ 0 | -0.1 | 1.2 | 14
> Cc1ccc(OCCOc2ccc(/C=C3/C(=N)N4C(c5ccccc5)=CSC4=NC3=O)cc2)cc1C
→ -10 | -0.2 | -0.5 | -7
> O=C(CSc1nc2sc3c(c2c(=O)n1-c1ccccc1)CCCC3)c1ccccc1F
→ 3 | -0.1 | 0.2 | 7
> Nc1nc(Cn2nnc(-c3ccc4c(c3)OCO4)n2)nc(N2CCCCC2)n1
→ 9 | 0.0 | 2.6 | 4
> COc1ccc2cc3c(N)c(C(=O)NCc4cccs4)sc3nc2c1
→ -41 | 0.0 | 0.3 | -6
> O=C(Cc1ccccc1Cl)NCc1cccnc1
→ -5 | 0.1 | 0.5 | 17
> CCCC(=O)Nc1nc(-c2ccc(Cl)s2)cs1
→ -17 | 0.0 | 1.6 | 9

# Compound profiles (already shown). Values in the order: TEAD-YAP inh	FBW7 act	GPR151 ag	MITF inh
# O=C(CSc1nc2sc3c(c2c(=O)n1-c1ccccc1)CCCC3)c1ccccc1F across the screens: 3	-0.1	0.2	7
# CCOc1ccccc1NC(=O)c1nc[nH]c1C(=O)Nc1ccccc1OCC across the screens: 0	-0.1	1.2	14
# CCn1c2ccccc2c2cc(C3C(C(=O)OC4CCCC4)=C(C)NC4=C3C(=O)CC(C)(C)C4)ccc21 (centres undefined) across the screens: -3	0.1	0.5	1

# Further results follow:
# Values run as follows: TEAD-YAP inh | FBW7 act | GPR151 ag | MITF inh
> CCOc1ccc(NC(=O)c2ccc(F)c(S(=O)(=O)N3CCN(c4ccccc4)CC3)c2)cc1
→ 37* | -0.1 | 0.7 | 0
> CC(C)N(CCNC(=O)c1ccc2nc(Nc3nccc4ccccc34)sc2c1)C(C)C
→ -1 | 0.1 | -1.6 | -11
> CC1CC(=O)Nc2ccccc2N1C(=O)c1ccccc1F (centres undefined)
→ 2 | 0.8 | -0.8 | 15
> CCOc1ccc(NC(c2ccccn2)c2c(C)[nH]c3ccccc23)cc1 (centres undefined)
→ -28 | 0.1 | 1.6 | 2
> NC(=O)COC(=O)CCCOc1ccc(Cl)cc1Cl
→ 11 | 0.2 | -0.6 | 10
> CCC(=O)NC(=S)Nc1cccc(Cl)c1C
→ -6 | 0.1 | 0.8 | -14
> Cc1ccccc1OCc1nnc2c3cnn(Cc4ccccc4)c3ncn12
→ 3 | 0.0 | 0.2 | 5
> CCCCCCCn1c(N2CCN(C)CC2)nc2c1c(=O)[nH]c(=O)n2C
→ 0 | 0.0 | -0.6 | 11
> O=C(NCC1CCC2(CCN(Cc3ccc4cccnc4c3)CC2)O1)c1ccco1 (centres undefined)
→ -5 | -0.1 | 0.5 | -2
> CC1Cc2ccccc2N1S(=O)(=O)/C=C/c1ccccc1 (centres undefined)
→ 7 | -0.1 | 1.1 | -2

# Following part:
SMILES	TEAD-YAP inh	FBW7 act	GPR151 ag	MITF inh
CCOC(=O)C1=C(N)OC2=C(C(=O)CC(c3ccccc3)C2)C1c1ccc(F)cc1 (centres undefined)	-3	0.5	-0.8	16
CN1C(=O)N(C)C(=O)C(CC(=O)N2CCCCC2)(CC(=O)N2CCCCC2)C1=O	-7	0.0	-0.1	-6
Cc1cccc(C(=O)NCc2nnc(SCC(=O)N3N=C(c4cccs4)CC3c3ccc(F)cc3)n2-c2ccccc2)c1 (centres undefined)	-6	-0.1	0.5	-3
CC(C)N1CCc2c(sc(NC(=O)c3ccc(Oc4ccccc4)cc3)c2C(N)=O)C1	0	0.0	-0.7	-1
Cc1cc(C)c2c(N)c(C(=O)N(C)c3ccccc3)sc2n1	20	0.3	0.1	4
CCCCn1nnc(NC(=O)c2ccc(-c3ccccc3[N+](=O)[O-])o2)n1	-23	-0.1	-1.6	-10
CC(=O)c1ccc(C(=O)Nc2cc(C)on2)cc1	-3	-0.1	-1.9	6
Cc1ccc(NC(=O)C2C(C(=O)O)C3C=CC2C32CC2)cc1 (centres undefined)	-3	0.1	0.0	-4
Cc1cc(C)cc(OCC(=O)Nc2ccc(-c3nc4ccccc4o3)cc2)c1	-3	-0.1	1.1	10
COC(=O)c1ccc(CN=C(NS(=O)(=O)c2ccccc2)c2ccccc2)cc1	7	0.2	1.6	9
CN(Cc1ccccc1)S(=O)(=O)c1ccc(F)c(C(=O)Nc2ccc(Cl)cc2)c1	-2	-0.1	-0.4	8
CC(C)N1C(=O)C2ON(c3ccc(Cl)cc3)C(c3ccccc3)C2C1=O (centres undefined)	6	0.1	-0.1	-9
CC(C)(C)c1cc(-c2nnc(-c3ccccc3)o2)cc(C(C)(C)C)c1	1	-0.1	1.3	2
COc1ccc(C2=NN(C(=O)CN3CCCCC3)C(c3ccc(OC)cc3)C2)cc1 (centres undefined)	5	0.0	0.9	-8
CC(=O)Nc1ccc(S(=O)(=O)N2CCCCC2)cc1	-7	-0.1	-0.6	8
Cc1c(Cl)cccc1N=Cc1nc(-c2ccc([N+](=O)[O-])cc2)oc1O	-12	0.2	0.4	-3
COc1ccc(N(CC(=O)Nc2cccc(C)c2)S(C)(=O)=O)cc1OC	-8	0.0	2.9	7
COc1ccc(NC(=O)c2c(C)nc3sccn23)cc1OC	-20	0.3	-0.7	9
CC(=O)N(C(C)=O)n1c(/C=C/c2cccc([N+](=O)[O-])c2)nc2ccccc2c1=O	-1	-0.2	-0.5	-12
O=C(NCCc1ccc(O)cc1)c1csc(Nc2nccc3ccccc23)n1	-19	0.1	-2.3	0
CCN1C(=O)/C(=C\c2ccc(OCC(=O)Nc3ccccc3)c(OC)c2)NC1=S	5	0.2	1.8	5
COc1ccc(-c2cc(C(=O)N3CCCC3)no2)cc1OC	-38	0.2	-0.1	3
CCCn1c2c(c(O)c(C(=O)Nc3cccc(C)n3)c1=O)CCCC2	7	0.4	-0.2	17
C/C(=N/NC(=O)c1cccc(O)c1)C1CC1	31	0.0	0.1	-13
CCn1c2c(c(=O)[nH]c1=O)C(c1ccc(C)cc1)C1=C(CC(C)(C)CC1=O)N2 (centres undefined)	1	0.2	1.7	0
CCOCCCNC(=O)c1ccc2nc(-c3ccc(OC)cc3)c(-c3ccc(OC)cc3)nc2c1	5	0.1	-0.6	7
Nc1ccccc1N=Cc1c(O)n(-c2ccccc2)c(=S)n(-c2ccccc2)c1=O	-27	0.0	-3.6	-3
O=C(CSc1nc2ccccc2c(=O)n1CCN1CCOCC1)NC1CCCCC1	0	-0.1	-1.2	5
CC(C)[C@H](NC(N)=O)C(=O)OCC(=O)Nc1ccc(S(=O)(=O)N2CCOCC2)cc1	-2	-0.1	-1.8	-14
COc1cccc(OC)c1CN1CCN(C2CCCCC2)C(CCO)C1 (centres undefined)	9	0.0	-2.9	14
COc1ccc(Cl)cc1NC(=S)NN1CCN(C)CC1	0	0.1	-0.3	24
Cc1c(C(=O)N/N=C/c2ccc([N+](=O)[O-])cc2[N+](=O)[O-])nnn1-c1nonc1N	1	-0.1	-0.9	1
COc1ccc(-c2noc(CNC(=O)COc3cccc(OC)c3)n2)cc1	2	-0.2	1.7	-1
COc1ccccc1OCC(=O)Nc1ccc(S(=O)(=O)Nc2cc(C)on2)cc1	4	-0.1	0.8	9
C/C(=N/Nc1ccccc1[N+](=O)[O-])C1CC1	-51	-0.4	-0.9	2
Cc1nc2ccccc2c(=O)n1/N=C/c1cc([N+](=O)[O-])ccc1O	-1	-0.1	0.1	3
O=C1C=C/C(=N\S(=O)(=O)c2ccc(Cl)c([N+](=O)[O-])c2)c2ccccc21	11	0.0	-0.6	4
O=C(c1cc(-c2ccccc2Cl)on1)N1CCCC1	-11	0.1	-1.4	-8
O=C(NC1CCN(Cc2ccccc2)CC1)c1cc(N2CCOCC2)nc2ccccc12	-2	0.2	-0.2	1
CCOC(=O)c1ccc(N2C(=O)NC(=O)/C(=C/c3ccc(OC)c(OC)c3)C2=O)cc1	-5	0.8	-1.9	4
COc1ccc(Cc2nnc(NC(=O)c3cccc(C)c3[N+](=O)[O-])s2)cc1	5	-0.4	-0.5	-21
CCN(CC)CCn1c(=S)[nH]c2cc(C(=O)NC3CCCCCC3)ccc2c1=O	-2	-0.2	2.4	0
Cc1sc2nc(C3CC3)n(C3CCN(Cc4ccncc4)CC3)c(=O)c2c1C	-11	-0.1	-1.0	0
COc1ccc(NC(c2cccnc2)c2ccc3cccnc3c2O)cc1 (centres undefined)	1	-2.0	-0.2	59*
CC(=O)c1ccccc1NS(=O)(=O)c1ccccc1C#N	-4	0.2	1.2	5
CCn1cnc2sc(C)c(-c3ccc(Cl)cc3)c2c1=O	2	-0.1	1.0	8
CC(OC(=O)c1ccc(S(=O)(=O)NCc2ccco2)cc1)C(=O)NC(N)=O (centres undefined)	4	-0.2	0.0	-8
CC1CN(CC(=O)NC(C)(C)CO)Cc2cc(Cl)ccc2O1 (centres undefined)	-6	-0.2	-0.2	-2
CCOc1ccccc1NC(=O)Nc1ccc2c(c1)CC(=O)N2CC	-5	0.1	-1.3	-6

# An unsorted share of the library; about 3.4% have a hit in one of these screens.
